PG9 Ab binder – PG9 antibody binding by small molecule; TR-FRET gp120-PG9 antibody binding; inhibition, % at 6.7 µM; 0.43% of 360,000 active; in the data active = inhibition above about 8.5%
FXN GAA850 act – activators of GAA850 frataxin (FXN) promoter | HEK293 lucGAA850 FXN promoter luciferase reporter, 24 h; percent of 10 µM SAHA response | activation, % at 6 µM | 0.56% of 360,000 active;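 active = activation above the average of all compounds screened plus 3 SD, cutoff fixed separately per campaign, cut at about 7.5% in these data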;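 also: 0% = DMSO wells and 100% = 10 µM SAHA wells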
PLC-beta3 inh – inhibitors of human phospholipase C beta3. Q01970. Purified PLC-beta3, fluorogenic substrate, fluorescence. inhibition, % at 12.2 µM. 0.18% of 370,000 active. AID 720704; in the data active = inhibition above about 11%;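 also: 0% = median of compound wells on plate and 100% = full blocker control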
hgDAF-12 ag – hgDAF-12 agonism, primary luciferase screen | activation, % at 6.8 µM | 1.8% of 370,000 active | HEK293 GAL4-hgDAF12 UAS-luciferase reporter, agonist luminescence; normalized to butyrate control;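 active = activation above a cutoff set at the mean of all screened compounds plus 3 SD, cut at about 10% in these data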;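 also: 0% = DMSO wells and 100% = sodium butyrate wells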
SMARCA2 activ – activators of SMARCA2 function. MG213 cells, MMTV-luciferase reporter, dexamethasone, overnight. activation, % at 9.1 µM. 1% of 370,000 active; in the data active = activation above about 7.8%;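 also: 0% = vehicle wells and 100% = reference activator wells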
HGIII-sPLA2 inh – Blocks human group III sPLA2 activity; QFRET BODIPY PC-A2 liposome hydrolysis, fluorescence; inhibition, % at 12.2 µM; AID 743126; Q9NZ20; 0.56% of 370,000 active;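 active = inhibition above mean plus 3 SD of compounds lying within the high and low control bounds, cut at about 19% in these data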;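 also: 0% = median of test compound wells and 100% = no enzyme DMSO wells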
Target sequence (Q9NZ20 whole entry, looked up): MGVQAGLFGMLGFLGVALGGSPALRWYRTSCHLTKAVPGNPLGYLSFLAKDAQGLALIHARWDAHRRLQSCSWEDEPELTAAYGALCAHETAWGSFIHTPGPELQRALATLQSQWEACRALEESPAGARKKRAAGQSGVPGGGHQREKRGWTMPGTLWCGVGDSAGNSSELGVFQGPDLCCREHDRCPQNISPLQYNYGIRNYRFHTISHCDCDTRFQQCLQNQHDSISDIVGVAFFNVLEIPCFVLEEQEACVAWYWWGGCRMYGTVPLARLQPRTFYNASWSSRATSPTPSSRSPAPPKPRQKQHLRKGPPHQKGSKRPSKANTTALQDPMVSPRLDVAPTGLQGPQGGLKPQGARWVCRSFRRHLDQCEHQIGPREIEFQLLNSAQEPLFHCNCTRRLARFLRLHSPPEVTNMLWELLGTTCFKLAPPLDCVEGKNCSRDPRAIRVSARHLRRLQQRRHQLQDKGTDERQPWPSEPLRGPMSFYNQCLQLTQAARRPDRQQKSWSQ
hcDAF12 agonist – activators of H. contortus DAF-12 nuclear receptor | activation, % at 6.8 µM | HEK293 hcDAF-12 lit1-tk-luc reporter, luminescence; 0% DMSO, 100% Δ7-dafachronic acid | AID 652067 | 1.4% of 370,000 active;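 active = activation above the mean of all tested compounds plus 3 SD, cut at about 5.5% in these data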;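 also: 100% = response to 3 µM Δ7-dafachronic acid high control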
ssDAF-12 act – activates DAF-12 receptor from parasite S. stercoralis; HEK293 ssDAF-12/GRIP1 lit1-tk-luc reporter, luminescence; % of 3 µM dafachronic acid response; AID 652126; activation, % at 6.8 µM; 1% of 370,000 active;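 active = activation above the mean over all tested compounds plus 3 SD, cut at about 0.9% in these data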;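 also: 0% = DMSO-only wells and 100% = 3 µM delta7-dafachronic acid wells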
DAX1 inh-1 – inhibits human nuclear receptor DAX1; P51843; HEK293 Gal4-DAX1 luciferase reporter, luminescence; inhibition, % at 6.75 µM; 0.99% of 340,000 active; AID 504766;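 active = inhibition above the mean over all tested compounds plus 3 SD, cut at about 4.2% in these data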;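 also: 0% = DAX1-transfected cells with DMSO and 100% = empty-vector control cells with DMSO; inhibition shows as a rise in luminescence from relieved DAX1 repression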
Target sequence (P51843 207-470 limits assumed): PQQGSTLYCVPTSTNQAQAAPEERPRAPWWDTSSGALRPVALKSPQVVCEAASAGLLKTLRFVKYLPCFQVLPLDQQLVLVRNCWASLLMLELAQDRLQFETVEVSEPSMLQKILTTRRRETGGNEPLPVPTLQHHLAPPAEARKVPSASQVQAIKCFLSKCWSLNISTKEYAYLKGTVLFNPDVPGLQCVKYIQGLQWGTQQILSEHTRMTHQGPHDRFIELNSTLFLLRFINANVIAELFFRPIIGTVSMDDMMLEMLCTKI
DAX1 inh-2 – inhibitors of DAX1 repression of SF-1 activated StAR promoter; inhibition, % at 6.8 µM; HEK293T StAR-luciferase reporter, SF-1/DAX-1 repression relief; 1.1% of 370,000 active; AID 652010;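 active = inhibition above the mean over all tested compounds plus 3 SD, cut at about 3.6% in these data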;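 also: 0% = DAX-1 cells with DMSO and 100% = cells lacking DAX-1 with DMSO; higher inhibition means more luminescence from relief of DAX-1 repression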
NR1D1 modulator – modulators of human Rev-erb alpha DNA binding; P20393; Rev-erbα–FITC-DNA binding, fluorescence polarization, 90 min; activity, % at 10 µM; 0.79% of 370,000 active; AID 1259318;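 active = activity above about 14%, limit read from the data; passing the limit was not always enough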;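 also: 0% = DMSO wells with 35 nM protein and 100% = DMSO wells with 750 nM protein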
Active calls of the source: *; / = not tested or not shown.

SMILES	PG9 Ab binder	FXN GAA850 act	PLC-beta3 inh	hgDAF-12 ag	SMARCA2 activ	HGIII-sPLA2 inh	hcDAF12 agonist	ssDAF-12 act	DAX1 inh-1	DAX1 inh-2	NR1D1 modulator
CSc1ccccc1NC(=O)COC(=O)Cc1cccs1	-0.1	3.1	4.0	0.1	-3.8	-2.7	-0.5	-1.3	0.8	-0.2	-3.9
CCOC(=O)Cc1csc(NC(=O)CN2C(=O)c3ccccc3S2(=O)=O)n1	-1.4	0.1	2.5	-3.3	3.9	-0.9	-0.8	-1.1	3.1	0.2	1.3
COC(CN(C(=O)CCl)C(C(=O)NC1CCCCC1)c1ccccc1C)OC (stereo not drawn)	-1.4	-10.1	1.3	-3.2	-2.6	-5.6	-1.8	-2.1	-3.0	-0.9	-5.0
COC(=O)[C@H](CC(C)C)NC(=O)Nc1ccc(F)cc1	-0.9	1.8	0.3	2.1	-3.9	3.5	-0.4	-1.8	0.7	0.2	4.6
COc1ccc(CCN(Cc2cc3cc(C)ccc3[nH]c2=O)C(=O)N2CCCC2)cc1OC	-1.0	-0.4	2.2	-3.0	-1.9	-4.7	-0.7	-1.1	-0.3	-0.3	/
NC(=O)/C(=C\c1ccccc1)NC(=O)c1ccc(NC(=O)c2ccccc2)cc1	-0.2	0.3	-23.5	-1.2	0.7	-0.5	0.1	-0.9	0.0	-0.1	3.2
COc1ccc(S(=O)(=O)N(C)C[C@H]2Oc3ccc(NC(=O)C4CC4)cc3C(=O)N([C@H](C)CO)C[C@@H]2C)cc1	0.0	0.8	-3.2	-2.8	-0.7	1.2	-1.4	-0.7	1.3	0.0	-4.5
Cc1cccc(NC(=O)CCn2ccnc2C)c1	-2.1	-0.7	1.1	5.1	3.6	-0.7	-0.5	-0.9	0.1	0.7	-3.0
Fc1ccccc1-c1n[nH]c(=S)n1N=Cc1ccc(OCc2ccccc2)cc1	/	/	-6.3	3.2	-5.3	-22.8	-2.6	-1.6	/	-0.4	-6.6
Cc1cccc(NC(=O)c2cccc(C(F)(F)F)c2)c1	0.7	1.7	3.0	3.1	3.3	4.6	-0.4	-1.9	0.8	0.1	-5.3
N/N=C1\CCCc2nonc21	1.8	0.9	-0.4	-1.2	-5.8	7.0	-0.5	-1.0	2.2	0.0	-3.8
Cc1ccc(S(=O)(=O)NCCSc2nnc(N)s2)cc1	-0.3	0.8	-2.3	0.8	-0.5	-3.6	-1.1	-0.9	0.1	-0.1	-3.1
Cc1nn(CC(=O)NCCN2CCOCC2)c(=O)c2cc3sccc3n12	-0.7	2.5	-4.2	0.2	-1.4	3.2	-0.2	-1.5	1.5	-0.2	-1.3
COc1ccccc1CN1C[C@@H]2C[C@@H](c3ccc(C)cc3)N3CCC[C@@]23C1=O	-1.4	-0.1	-0.9	-2.0	-4.3	2.9	-1.1	-0.8	0.8	0.6	4.4
COc1cccc(COC(=O)c2sc3nc4n(c(=O)c3c2C)CCC4)c1OC	3.8	0.4	1.7	1.3	-2.5	1.6	-2.7	-0.8	-1.4	-1.6	2.1
Cc1ccc(N2C(=O)N3[C@@H]4c5ccccc5OC[C@@H]4[C@@H](c4ccccc4)[C@@]3(C)C2=O)cc1	1.8	-0.8	0.1	1.0	-0.3	-5.3	-0.4	-1.3	-0.9	0.5	2.2
COC(=O)CN1CCN(C(=O)c2csc(-c3ccccc3)n2)CC1	/	/	-10.8	1.1	4.0	-5.6	-1.1	-0.6	/	0.4	-1.0
COc1ccc(NC(=S)NNc2ccc([N+](=O)[O-])cc2S(=O)(=O)Nc2ccc(C)cc2C)cc1	-0.3	1.8	-7.4	-3.0	-2.7	-3.5	-1.9	-1.1	-0.4	-0.3	-1.5
COc1cccc(NC(=O)CN(C)C(=O)c2ccccc2Sc2ccccc2C#N)c1	2.7	-0.2	-2.4	0.0	3.2	-6.8	-1.1	-1.1	-0.1	2.0	-3.4
O=C(N/N=C/c1cccc(O)c1)c1ccccc1O	-0.1	2.5	-45.5	15.6*	3.0	13.7	3.1	-0.3	1.6	1.7	0.5
COc1cccc(CC(=O)Nc2ccc3c(c2)OC2(CCCC2)O3)c1	0.5	3.1	-10.6	1.4	2.6	-9.9	2.9	-0.8	-0.1	0.8	-2.8
Cc1nc2sccn2c(=O)c1S(=O)(=O)NCC1CCN(Cc2ccccc2Cl)CC1	-1.7	2.1	-13.2	-2.9	-2.8	-0.2	-2.3	-0.6	0.4	0.0	2.0
CCOC(=O)CNC(=O)Cn1cnc2ccc(S(=O)(=O)N3CCC(C)CC3)cc2c1=O	-2.5	1.4	0.7	-1.8	0.7	5.2	2.2	-1.1	0.0	-1.3	0.7
COc1ccc(S(=O)(=O)N2CCOCC2)cc1NC(=O)c1cc(=O)[nH]c2ccccc12	-2.6	0.5	-16.8	0.2	6.5	-2.0	-1.3	-0.9	0.3	-1.5	12.0
Cc1nn(CC(=O)NCCCN2CCN(C)CC2)c(=O)c2cc(-c3ccccc3)nn12	-1.1	0.0	-8.6	-1.1	-3.3	6.8	0.3	-1.1	0.1	-0.5	3.6
CC(C)(C)N1C(=O)[C@H]2[C@@H](c3ccc(Br)cc3)N3C(=O)N(c4ccccc4)C(=O)[C@@]3(C)[C@H]2C1=O	-2.2	12.0*	0.1	-0.8	0.3	-23.5	-0.1	-1.6	-0.6	0.5	0.0
CC(C)c1ccc(C(=O)Nc2cc(Cl)ccc2C(=O)O)cc1	/	/	-5.3	4.4	/	-25.6	5.4	-0.8	/	/	3.8
CC(C)c1nnc(NC(=O)C2CC(=O)N(CCc3ccc(F)cc3)C2)s1 (stereo not drawn)	-0.8	-0.1	-11.0	1.5	-0.1	-3.9	-1.4	-0.8	1.0	0.0	-2.8
COc1ccc(OCC(=O)NCc2cccnc2)cc1	1.7	-1.9	-3.8	0.1	-7.2	9.5	-1.6	-1.3	0.4	-1.0	-7.6
Cc1nn(C)c(C)c1NS(=O)(=O)c1ccc(OC(F)(F)F)cc1	-1.4	-3.6	-1.3	-5.4	-3.6	0.1	-1.5	-1.4	-1.2	-6.5	1.4
COc1ccc([C@H](C#Cc2ccccc2)CC(=O)O)cc1OC1CCCC1	/	/	-3.5	-1.6	-0.7	-3.2	-1.1	-1.4	/	-0.2	-6.4
COc1ccc(CNC(=O)Cc2csc(Nc3nc(=S)[nH]c4ccccc34)n2)cc1	6.1	-0.6	-13.0	-3.1	0.5	3.6	4.6	1.0*	1.3	0.7	-1.5
COc1ccc(C(C)(NC(C)=O)c2nc(-c3cccc(C(F)(F)F)c3)cs2)cc1 (stereo not drawn)	-1.1	-0.9	-0.2	5.1	-2.8	-14.6	1.2	-0.9	/	0.3	4.2
C/C(=N\N1CCN(C2c3ccccc3-c3ccccc32)CC1)c1cccnc1	0.7	4.3	4.0	1.7	1.1	6.8	-1.8	-0.9	0.2	0.5	2.0
C#CCSc1nnc(-c2ccccc2)c(=O)[nH]1	-1.8	-0.3	-145.0	1.0	0.5	-0.5	-1.2	-1.3	1.8	0.5	-1.2
COc1ccc(C2=NOC(COC(=O)c3ccc4ccccc4n3)C2)cc1 (stereo not drawn)	0.5	0.9	4.5	0.6	3.7	-0.1	7.2*	0.0	-0.7	0.2	-3.4
CCOC(=O)N1Cc2cc3ccccc3nc2C1	-2.5	3.1	4.5	8.9	8.9*	-4.9	4.5	0.9*	3.1	2.2	11.9
COc1ccc(C(N)=O)cc1NC(=O)CC(O)(C(F)(F)F)C(F)(F)F	-0.5	2.6	1.4	-1.8	5.2	-2.9	-1.6	-1.1	1.1	-0.1	-1.7
COc1cccc(NC(=S)N2CCC(C(=O)c3ccc(F)cc3)CC2)c1	-0.4	2.0	-2.7	2.0	-1.1	6.3	-1.0	-0.9	1.0	0.0	2.1
C[C@H](CO)N1C[C@H](C)[C@H](CN(C)C(=O)Nc2ccc(C(F)(F)F)cc2)Oc2c(NC(=O)c3ccncc3)cccc2C1=O	-2.0	-0.5	4.9	2.1	0.5	-14.5	-2.8	-0.4	2.3	-0.8	4.3
O=C(NC1CCCc2ccccc21)c1cccc(Br)c1 (stereo not drawn)	-2.7	-2.7	-0.4	-0.7	-1.9	-1.8	-2.2	-1.3	0.8	0.0	1.3
COc1ccc(CCn2c(N3CCN(C)CC3)nc3c2c(=O)[nH]c(=O)n3C)cc1	-1.1	-1.8	6.5	-0.2	2.3	5.0	-0.6	-0.8	0.7	-0.3	0.7
Cc1ccc(S(=O)(=O)N2N=C3CCCCC3C2(O)C(F)(F)F)cc1 (stereo not drawn)	2.2	-0.3	-0.2	2.7	-3.1	0.6	-1.3	-0.8	1.5	0.4	-2.1
CN(C)c1oc(-c2ccco2)nc1C#N	1.7	-1.1	-105.8	-0.2	-0.7	7.0	-2.5	-1.7	-0.1	-0.4	1.6
CCOc1ccc(CCN2C(=O)c3cccnc3C2=O)cc1OCC	0.2	-0.2	-32.8	-3.1	-2.7	3.6	-0.4	-1.3	1.0	-0.6	-1.9
Cc1cc(C(=O)Nc2ccc(S(=O)(=O)Nc3onc(C)c3C)cc2)c(C)o1	-2.7	0.7	0.3	-1.5	0.2	-14.8	-0.6	-1.2	-0.8	-0.7	-2.9
CC(OC(=O)c1cc(=O)[nH]c2ccccc12)C(=O)Nc1ccc(Cl)cn1 (stereo not drawn)	0.2	1.1	-169.5	1.2	-2.7	4.2	-1.0	-0.8	2.8	-0.3	-3.4
CCN(CC(=O)Nc1ccc(NC(C)=O)cc1)C(=O)C1CCCC1	-0.1	2.2	-4.6	0.8	-0.3	2.6	-0.6	-1.7	0.1	0.2	-1.9
CCOC(=O)C1=C(c2ccccc2)NC(=O)NC1c1cc(OC)c(OC)cc1OC (stereo not drawn)	-3.0	-0.2	-2.9	-1.3	-1.6	2.7	-2.2	-0.9	0.7	-0.3	-0.7
O=C(c1ccc(NS(=O)(=O)c2ccccc2)cc1)N1CCOCC1	-0.2	-1.5	5.7	0.2	-2.0	-2.6	-1.2	-0.7	-0.1	0.1	-3.5
COc1cccc(CC(=O)OCC(=O)N(C)CC(=O)Nc2ccc(F)cc2)c1	0.7	1.7	-11.6	0.5	-0.5	3.2	-0.5	-1.0	-0.2	0.0	4.0
CCCCCNC(=O)c1ccc2c(=O)n(CC3CCCO3)c(=S)[nH]c2c1 (stereo not drawn)	-0.5	-0.5	-2.7	-1.8	-1.4	4.4	-0.5	-1.2	0.5	-1.1	3.1
O=C(CSCCO)Nc1ccccc1	-0.7	0.9	1.3	-1.4	2.5	-1.1	0.3	-0.5	-0.2	0.8	-1.0
CC(C)NC(=O)CSc1nc2[nH]ncc2c(=O)[nH]1	-0.4	-0.9	-1.0	1.3	1.7	6.2	1.8	-1.8	-0.8	0.4	3.3
Cn1c(=O)c2c(nc(N/N=C/c3cccs3)n2Cc2ccc(Br)cc2)n(C)c1=O	-3.0	-1.1	-16.7	3.5	-0.2	-3.1	-1.1	-0.3	-0.3	0.3	2.6
C[C@H](NC(=O)c1nc[nH]c1C(=O)N1CCNCC1)C(=O)OC(C)(C)C	0.2	-0.3	1.9	1.3	0.2	7.3	-1.6	-1.3	1.6	-0.5	2.5

High-throughput results (PubChem)
